# MITF primary: inhibitors of human MITF; O75030; AlphaScreen MITF homodimerization, bead proximity signal; inhibition, % at 2.6 µM; hit rate 0.91% among 650,000; AID 1259374; in the data active = inhibition above about 50%;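 also: 0% = vehicle wells with protein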
# Target sequence (O75030 whole entry, looked up): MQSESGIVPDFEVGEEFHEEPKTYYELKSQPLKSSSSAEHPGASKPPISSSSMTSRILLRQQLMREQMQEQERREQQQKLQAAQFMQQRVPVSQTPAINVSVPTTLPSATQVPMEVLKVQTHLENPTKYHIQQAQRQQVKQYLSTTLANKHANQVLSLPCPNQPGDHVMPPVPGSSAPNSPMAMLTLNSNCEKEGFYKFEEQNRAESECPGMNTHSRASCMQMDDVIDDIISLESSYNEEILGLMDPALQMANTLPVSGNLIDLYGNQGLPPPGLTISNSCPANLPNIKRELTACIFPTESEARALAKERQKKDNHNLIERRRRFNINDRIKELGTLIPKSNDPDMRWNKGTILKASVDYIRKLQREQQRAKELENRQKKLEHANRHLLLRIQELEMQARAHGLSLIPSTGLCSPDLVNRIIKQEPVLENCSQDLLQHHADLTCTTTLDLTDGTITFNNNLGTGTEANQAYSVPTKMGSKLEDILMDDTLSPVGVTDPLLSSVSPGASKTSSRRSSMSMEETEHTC
# TEAD-YAP inh: TEAD-YAP interaction inhibition. HEK-TIYL cells, TEAD-Gal4/YAP UAS-luciferase luminescence. inhibition, % at 9.12 µM. hit rate 1.4% among 640,000; in the data active = inhibition above about 32%;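 also: 0% = median of test compound wells and 100% = reference inhibitor wells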
# FBW7 activator: human FBW7 E3 ligase activation, primary screen; hit rate 0.13% among 650,000; AlphaScreen FBW7–phospho-cyclin E peptide binding, activator screen; Q969H0; AID 1259310; normalized activity (activation), % at 26.1 µM; in the data active = normalized activity above about 1.9%;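 also: purified mutant Fbw7 with reduced substrate affinity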
# GPR151 activ: human GPR151 activation. activation, % at 11.2 µM. hit rate 1% among 650,000. PathHunter beta-arrestin GPR151 cells, luminescence; in the data active = activation above about 4.9%;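 also: 0% = median of compound wells and 100% = cells with positive control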
# Target sequence (Q8TDV0 whole entry, looked up): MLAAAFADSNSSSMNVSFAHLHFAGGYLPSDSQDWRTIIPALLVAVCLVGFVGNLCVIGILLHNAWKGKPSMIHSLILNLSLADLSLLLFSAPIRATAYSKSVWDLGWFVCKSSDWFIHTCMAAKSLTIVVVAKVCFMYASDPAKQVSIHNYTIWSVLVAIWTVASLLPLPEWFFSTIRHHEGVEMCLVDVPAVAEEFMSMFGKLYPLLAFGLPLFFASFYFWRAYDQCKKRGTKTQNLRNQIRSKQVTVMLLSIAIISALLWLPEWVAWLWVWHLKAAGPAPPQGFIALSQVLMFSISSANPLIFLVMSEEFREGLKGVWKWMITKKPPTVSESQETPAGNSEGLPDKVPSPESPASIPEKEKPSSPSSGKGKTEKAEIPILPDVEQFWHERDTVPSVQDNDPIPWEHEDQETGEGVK
# * hit, by the source's call. Rows are unselected; any-hit rate near 3.4%.
Molecule,FBW7 activator,TEAD-YAP inh,MITF primary,GPR151 activ
COc1ccc(S(=O)(=O)N2CCN(C(c3ccccc3)c3ccccc3)CC2)cc1,0.1,-7,6,1.0
CCOC(=O)c1ccc(NC(=O)C2(c3cccs3)CCOCC2)cc1,-0.1,-12,-5,1.8
CC(C)CNC(=O)c1cccc(NS(=O)(=O)c2ccc([N+](=O)[O-])cc2)c1,0.2,1,6,0.1
O=C(NN1CCN(Cc2ccccc2Cl)CC1)c1ccccc1Cl,0.1,-2,-9,-0.7
CCN(CC)C(=O)CSc1nc(C)ccc1C#N,0.7,4,15,-0.4
CC1(C)C2CCC1(C)C(OC(=O)CN1C(=O)c3cccc([N+](=O)[O-])c3C1=O)C2 (configuration not stated),0.3,3,-11,0.2
CCOC(=O)N1CCN(Cc2nc3c(c(=O)[nH]c(=O)n3C)n2Cc2ccccc2)CC1,-0.1,3,-2,0.2
COC(=O)/C(=C/c1ccc2c(c1)OCO2)NC(=O)c1ccc(OC)cc1,-0.1,-44,1,0.0
CCCN(CCC)S(=O)(=O)c1ccc2[nH]cc(C=O)c2c1,-0.2,2,1,3.2
CC(C(=O)Nc1ccc(Cl)cc1)N(C)CC(=O)Nc1ccccc1Br (configuration not stated),0.0,3,4,1.7
Cc1cc(=O)oc2cc(OC(C)C(=O)O)ccc12 (configuration not stated),0.0,3,6,-0.5
O=C(NNC(=O)C(O)(c1ccccc1)c1ccccc1)Nc1cccc(C(F)(F)F)c1,-0.2,8,-6,-0.3
O=C(CCl)NN=C(c1ccccc1)c1ccccc1,0.0,-5,7,-0.8
O=C(O)COCCn1cc(-c2ccc(Cl)cc2)cn1,0.1,6,9,0.0
Cc1ccc(C(=O)Nc2nnc(-c3ccc(F)cc3)s2)cc1C,0.2,1,-6,-0.2
CCCN1CC=C2C(C#N)=C(N)C(C#N)(C#N)C(c3ccc(Cl)c(Cl)c3)C2C1 (configuration not stated),-0.1,-3,-3,-1.0
CCN(c1ccc(NS(=O)(=O)c2ccccc2[N+](=O)[O-])cc1)C(C)C,-0.2,-9,-1,-0.5
Cc1cc(=O)[nH]c(N2CCCNCC2)n1,0.0,-4,-4,0.0
O=C(NNC(=O)c1ccc([N+](=O)[O-])o1)c1ccccc1,0.1,2,-3,0.0
CCOC(=O)c1sc(C)c2c(=O)n(C3CCCCC3)cnc12,0.1,4,8,1.2
O=C(Cc1ccccc1)Nn1c(SCC(=O)c2ccc(F)cc2)nc2ccccc2c1=O,-0.1,-8,-7,-0.6
Cc1ccc(Cl)c2sc(=NC(=O)CN3C(=O)c4ccccc4C3=O)n(C)c12,0.3,5,14,0.3
O=C1CN(CC(=O)Nc2cc(Cl)ccc2[N+](=O)[O-])CCN1,-0.1,-5,13,-0.4
COc1ccc(Cl)cc1C(=O)Nn1c(C)nc2ccccc2c1=O,0.0,3,-3,1.5
Cc1cc(C)c2nc(N3CCCN(C(=O)c4ccco4)CC3)c(C#N)cc2c1,-0.3,17,2,0.6

# Some entries already given with just TEAD-YAP inh.
canonical_smiles	TEAD-YAP inh
O=C(NNC(=O)C(O)(c1ccccc1)c1ccccc1)Nc1cccc(C(F)(F)F)c1	8
O=C(CCl)NN=C(c1ccccc1)c1ccccc1	-5
O=C(O)COCCn1cc(-c2ccc(Cl)cc2)cn1	6
Cc1ccc(C(=O)Nc2nnc(-c3ccc(F)cc3)s2)cc1C	1
CCCN1CC=C2C(C#N)=C(N)C(C#N)(C#N)C(c3ccc(Cl)c(Cl)c3)C2C1 (configuration not stated)	-3
CCN(c1ccc(NS(=O)(=O)c2ccccc2[N+](=O)[O-])cc1)C(C)C	-9

# Next part.
Molecule,FBW7 activator,TEAD-YAP inh,MITF primary,GPR151 activ
CC(=O)c1ccc(N2CCCCCC2)cc1,-0.3,-29,3,1.8
COCCn1c(SCC(=O)Nc2ccccc2F)nc2c(c1=O)SC(C)C2 (configuration not stated),0.1,3,6,0.0
COc1cc2ccccc2cc1-c1nc(-c2nonc2N)no1,0.2,9,13,0.3
Cc1ccc(S(=O)(=O)Nc2cc3c4c(oc3c3ccccc23)CC(C)(C)CC4=O)cc1,0.0,0,8,0.2
Cc1sc(-n2cccc2CNCc2ccccc2)c(C(=O)O)c1C,-0.1,8,8,0.6
Cc1cc(NC2CCN(Cc3ccccc3)CC2)nc(N2CCC(N3CCOCC3)CC2)n1,0.4,-6,20,-1.1
Cn1c(O)c(/C=C2\C=Nc3ccc(Br)cc32)c(=O)n(C)c1=S,-0.1,1,4,2.3
CC1(C)CC(N2C(=N)/C(=C3/Nc4ccccc4S3)CC2=O)CC(C)(C)N1,-0.1,9,2,-0.9
Cc1cccc(C)c1-n1c(SCc2ccc(C(C)(C)C)cc2)nc2c(sc(=S)n2-c2c(C)cccc2C)c1=O,0.1,-8,-4,0.2
Cc1cnc(Nc2ccc(N3CCOCC3)cc2)nc1NCCOc1ccccc1,0.0,48*,14,2.8
Cc1cccc2cc3c(nc12)OC(C)C(=O)N(Cc1ccc2c(c1)OCO2)C3 (configuration not stated),0.1,3,2,0.2
CCOC(=O)N1CCN(CCC(=O)Nc2ccccc2)CC1,0.0,-14,0,-0.1
COC(=O)c1cccc(NC(=O)/C=C\C(=O)O)c1,0.0,9,-12,-0.8
COc1ccc(S(=O)(=O)Cc2ccc(C(=O)NCc3ccccn3)o2)cc1,-0.3,-12,-6,0.2
CC1CCN(C(=O)CSc2nc3c(cnn3-c3ccccc3)c(=O)[nH]2)CC1,-0.1,-3,-7,0.3
Cn1c(=O)c2c(-c3ccncc3)cc(-c3ccccc3)nc2n(C)c1=O,-0.1,4,0,0.3
O=C(CN1CCOCC1)Nc1c(Cl)cc(Cl)cc1Cl,0.2,-14,5,8.1*
CCCCC(=O)Nc1c2c(nn1-c1cccc(C)c1C)CS(=O)(=O)C2,0.0,11,4,-0.3
O=C(CSc1ncn[nH]1)Nc1nc2ccccc2s1,0.1,-15,12,-0.9
O=C1C2C3C=CC(C3)C2C(=O)N1c1ccc(Cl)cc1[N+](=O)[O-] (configuration not stated),-0.1,-8,-4,-1.2
Cc1csc(NC(=O)c2cc([N+](=O)[O-])ccc2Sc2nnnn2-c2ccccc2)n1,-0.2,30,-4,-1.0
COc1ccc(OCC(=O)NS(=O)(=O)c2ccccc2)cc1,0.6,-4,-4,-1.1
OCCn1c(-c2ccc(-c3ccccc3)cc2)csc1=Nc1ccccc1,0.1,-6,18,-0.2
c1ccc(-c2ncc(-c3cnccn3)c(-c3ccncc3)n2)nc1,-0.1,-3,19,2.6
COc1ccc(C(=O)Nc2ccc3nn(-c4cccc([N+](=O)[O-])c4)nc3c2)cc1OC,0.1,7,4,-1.5

# Quoted at random: 2 entries already listed.
Molecule,FBW7 activator,TEAD-YAP inh,MITF primary,GPR151 activ
COc1cc2ccccc2cc1-c1nc(-c2nonc2N)no1,0.2,9,13,0.3
CC1CCN(C(=O)CSc2nc3c(cnn3-c3ccccc3)c(=O)[nH]2)CC1,-0.1,-3,-7,0.3

# Carrying on.
Molecule,FBW7 activator,TEAD-YAP inh,MITF primary,GPR151 activ
Cc1nc2c(cc1C(=O)N/N=C/c1cc([N+](=O)[O-])ccc1O)c(=O)n(C)c(=O)n2C,-0.1,-3,3,-0.1
CN(CCCNC(=O)c1ccc(Cn2c(=S)[nH]c3ccc(Br)cc3c2=O)cc1)Cc1ccccc1,-0.1,-11,2,-0.8
O=C(O)CN1C(=O)/C(=c2/sc3nc4ccccc4n3c2=O)c2cc(Br)ccc21,-0.2,2,9,1.8
COC(=O)c1c(OCCc2ccccn2)cc(=O)n2c1CCN(C(=O)CC(C)C)CC2,0.1,9,14,-0.8
Cc1cc(N/C=C\C(=O)c2ccc(Cl)c(Cl)c2)no1,0.0,-30,3,1.7
CC(C)CCN1CCc2nnc(CCc3ccccc3)n2CC1,0.1,3,-7,0.5
CCN(Cc1ccccc1)S(=O)(=O)c1ccc(F)c(C(=O)Nc2cccc(C)c2)c1,0.2,-3,2,0.8
CC(=O)NC1=NN(C(C)=O)C(C)(c2cccc(Br)c2)S1 (configuration not stated),0.2,15,-10,1.2
CC(C)CCN1CCNC(=O)C1CC(=O)NCCC1=CCCCC1 (configuration not stated),0.1,-2,8,0.4
COc1ccc(-c2noc(CN(C(=O)COc3ccccc3Cl)C(C)C)n2)cc1,-0.2,5,-1,0.9
CCC(CC)C(=O)N1CCN(c2ccc([N+](=O)[O-])cc2)CC1,-0.2,14,-2,2.4
COc1ccccc1N1C(=O)c2ccc(Oc3ccc(NC(=O)CSc4ccc(Br)cc4)cc3)cc2C1=O,-0.1,3,5,1.3
Cc1nc(NC(=O)c2ccccc2[N+](=O)[O-])sc1C(C)(C)C,-0.1,-62,5,1.1
CSCCC1NC(=O)N(CC(=O)Nc2ccc(F)cc2)C1=O (configuration not stated),0.0,4,-2,1.3
CCc1ccc(S(=O)(=O)N(C(C)=O)c2ccc3oc(=O)sc3c2)cc1,-0.1,30,-3,1.6
Cc1cccc(N2CCN(C(=O)c3cccc(N4CCCC4=O)c3)CC2)c1C,-0.1,6,2,1.1
COc1ccc(C(=O)CSc2nc3sc4c(c3c(=O)n2-c2ccccc2)CCC4)cc1,0.0,-1,5,-1.1
Cc1cc2nc(-c3ccc(Cl)cc3)c(-c3ccc(Cl)cc3)nc2cc1C,-0.1,-4,-11,2.0
COc1ccc2[nH]c3nc(SCC(=O)N(C(C)C)C(C)C)nnc3c2c1,-0.1,-1,1,0.7
Cc1ccc(C)c(NS(=O)(=O)c2ccc(NS(=O)(=O)c3ccc4c(c3)OCCO4)cc2)c1,0.0,5,5,-0.3
Cc1cc(C(=O)NCC2CCC3(CCN(Cc4ccccc4-c4ccco4)CC3)O2)n(C)n1 (configuration not stated),0.1,-7,0,-0.3
COCCCNc1nc(C(C)(C)C)nc2c1nnn2Cc1ccccc1,0.3,6,-2,-1.2
O=C(OCc1ccc(Cl)cc1)C1CC(=O)N(c2ccc(Br)cc2)C1 (configuration not stated),0.2,7,4,-1.8
Cc1cccc2c1nc1s/c(=C\c3c(-c4ccccc4)n(C)c4ccccc34)c(=O)n12,0.0,8,6,0.9
COC(=O)c1c(NC(=O)COc2ccccc2C(C)(C)C)sc2c1CCC2,-0.1,0,6,-1.0
Cc1cccc(NC(=O)CCN2CCN(c3ccccc3F)CC2)c1,-0.3,-2,-5,-1.3
CCCOC(=O)C1=C(C)NC2=C(C(=O)CC(C)(C)C2)C1c1cccnc1 (configuration not stated),-0.2,3,-1,0.9
O=C(COc1ccc(C(=O)NNC(=O)c2ccncc2)cc1)NNC(=O)c1ccncc1,0.0,-7,0,0.1
CCN(CC)C(=S)SCC(=O)Nc1ccc(S(N)(=O)=O)cc1,-0.1,1,7,-0.8
O=C(OC1CCCCC1)c1cc2ccccc2oc1=O,0.4,-23,13,0.4
CCN(CC)c1ccc(NC(=O)CCc2c(C)nc3ncnn3c2C)c(C)c1,-0.1,0,-1,0.5
COCCC(=O)N1CCCC(CCC(=O)NCc2ccccc2F)C1 (configuration not stated),-0.1,-6,-2,0.4
CCC(C(=O)O/N=C(\N)c1cccc(C)c1)c1ccccc1 (configuration not stated),-0.1,-8,-2,-0.7
CC1=C(C(=O)OCc2ccccc2)C(c2ccncc2)C2=C(CC(C)(C)CC2=O)N1 (configuration not stated),0.1,1,-10,0.3
Cc1c(C(=O)Nc2ccc3c(c2)OCO3)sc2ncn(CC(=O)Nc3ccc(C(C)C)cc3)c(=O)c12,0.0,3,-11,0.5
COCCNC(=O)c1cnn2c(C)c(Cc3ccccc3Cl)c(C)nc12,-0.1,7,-9,-2.2
CC1CN(C(=O)COC(=O)c2ccc(N)c([N+](=O)[O-])c2)CC(C)O1 (configuration not stated),0.0,1,-2,0.0
Cc1nnc(NC(=O)CSc2ccccc2N)s1,0.4,3,20,-1.0
COc1ccc(C2CC(C(F)(F)F)n3nc(C(=O)Nc4cccc(C)c4)cc3N2)cc1 (configuration not stated),-0.1,-8,-1,-0.4
COc1cccc(NC(=O)Cn2cc(C(C)=O)c3ccccc32)c1,0.1,48*,3,2.5
C/C(=N/NC(=O)c1nnn(-c2nonc2N)c1-c1ccccc1)c1ccncc1,0.6,5,16,-1.8
COc1ccc(S(=O)(=O)Nc2cccc(C(C)=O)c2)cc1Br,0.0,4,-2,0.3
O=C(CCN1CCOCC1)N1c2ccccc2Sc2ccc(C(F)(F)F)cc21,0.1,-9,1,1.1
Cc1occc1-c1nc(-c2cccnc2)no1,0.0,-11,2,-2.6
CC(C)(C)n1nc2c(c1NC(=O)c1cccc([N+](=O)[O-])c1)CS(=O)(=O)C2,0.1,-18,4,2.5
CNC(=O)COc1cc(-c2cn[nH]c2)ccc1NC(=O)C1COc2ccc(OC)cc2C1 (configuration not stated),0.7,-1,66*,1.4
Cc1c(Cl)cccc1NC(=O)CCN1C(=O)C2C3CCC(C3)C2C1=O (configuration not stated),-0.1,-10,-17,0.2
O=C(CCc1ccccc1)N1CCN(c2nc(-c3ccc(F)cc3)cs2)CC1,0.1,-3,3,1.2
CCOC(=O)c1c(N)sc2c1CCN(C)C2,-0.1,5,2,0.6
COc1ccc(NC(=O)C(=O)N/N=C/c2oc(O)c3ccccc23)cc1,0.1,2,4,-2.0

# Single values from the entries so far.
# Under TEAD-YAP inh, Cc1c(Cl)cccc1NC(=O)CCN1C(=O)C2C3CCC(C3)C2C1=O (configuration not stated) has -10
# Under MITF primary, COCCCNc1nc(C(C)(C)C)nc2c1nnn2Cc1ccccc1 has -2
# Under FBW7 activator, Cc1csc(NC(=O)c2cc([N+](=O)[O-])ccc2Sc2nnnn2-c2ccccc2)n1 has -0.2
# Under TEAD-YAP inh, O=C(CCl)NN=C(c1ccccc1)c1ccccc1 has -5
